Source: PubChem (several laboratories)
SR-BI uptake up = activators of SR-BI mediated DiI-HDL uptake, primary screen, ldlA[mSR-BI] CHO cells, DiI fluorescence; 3 h; 100 = double the neutral-control signal; AID 504775, 2011; activation, % at 12.5 µM; hit rate 0.096% among 320,000;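 active = mean replicate activation of at least 60% and every replicate at or above 60%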;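 also: 0% = median plate neutral-control signal and 100% = twice that signal; values of inactives mirror those of a sister screen read the other way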
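System: LDL receptor-deficient CHO ldlA cells overexpressing murine SR-BI | Timing: 3 h uptake period with compound, 37 °C | Medium: HEPES-buffered (25 mM, pH 7.4) F12 plus 0.5% BSA | Dosing: Single-point compound dose | Signal: Bottom-read fluorescence, 550/595 nm | Read-out: Retained DiI signal reflecting DiI-HDL uptake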
MITF TRPM1 HTS = activators of MITF-driven TRPM1 promoter reporter, primary screen, cell-based, SK-MEL-5, luciferase, single point. SK-MEL-5 TRPM1-promoter luciferase, 24 h; % of positive control, neutral wells = 0. activation, % at 12.5 µM. hit rate 0.75% among 300,000. AID 588334, 2011;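 active = mean activation of at least 80% with every replicate also reaching 80%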;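 also: 0% = neutral control wells and 100% = parthenolide positive control wells; values of inactives mirror those of a sister screen read the other way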
DSG3 Ab inh = inhibitors of pemphigus antibody binding to DSG3, primary screen, biochemical, bead-based, flow cytometry, scFv-GFP; Desmoglein-3 (Homo sapiens), P32926; DSG3-coupled beads, scFv-anti-DSG3-GFP binding; stronger effect = lower value; binding (percent of control), % at 10 µM; hit rate 0.48% among 310,000;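 active = binding more than 3 SD below its plate's average and above zero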; also: some compounds called inactive have numbers as strong as hits
SUMO Mot1 rescue = yeast Mot1-301 growth rescue at high temperature, primary screen, SUMOylation pathway inhibitor project, S. cerevisiae, ATP luminescence, 38.5C | AID 2716, 2010 | growth rescue, % at 18.8 µM | S. cerevisiae Mot1-301 growth rescue; percent above DMSO median, 100 means doubled | hit rate 1% among 320,000;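 active = every valid replicate shows activation above 250% relative to neutral control wells; inactive = the rest, any valid replicate at or below 250%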;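 also: OY570 slx delta 5 strain wells were the positive control but not used for scaling; some compounds called inactive have numbers as strong as hits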
PKA-R2B activ = activators of PKA-R2B holoenzyme, primary screen, biochemical, fluorescence polarization, Cy5-IP20, human | cAMP-dependent protein kinase catalytic subunit beta (Homo sapiens) + cAMP-dependent … | PKA-R2B holoenzyme dissociation; R2B truncated from residue 108, S112A mutant; 0% DMSO only, 100% 113 µM cGMP | activation, % at 11.4 µM | hit rate 0.079% among 340,000;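 active = activation above a cutoff set at the mean over all compounds plus 3 SD, cut at about 18% in these data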;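 also: higher means more holoenzyme dissociation and a rise in polarization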
Target sequence (P31323 whole entry, looked up, other chains not shown, the tested form may be a part): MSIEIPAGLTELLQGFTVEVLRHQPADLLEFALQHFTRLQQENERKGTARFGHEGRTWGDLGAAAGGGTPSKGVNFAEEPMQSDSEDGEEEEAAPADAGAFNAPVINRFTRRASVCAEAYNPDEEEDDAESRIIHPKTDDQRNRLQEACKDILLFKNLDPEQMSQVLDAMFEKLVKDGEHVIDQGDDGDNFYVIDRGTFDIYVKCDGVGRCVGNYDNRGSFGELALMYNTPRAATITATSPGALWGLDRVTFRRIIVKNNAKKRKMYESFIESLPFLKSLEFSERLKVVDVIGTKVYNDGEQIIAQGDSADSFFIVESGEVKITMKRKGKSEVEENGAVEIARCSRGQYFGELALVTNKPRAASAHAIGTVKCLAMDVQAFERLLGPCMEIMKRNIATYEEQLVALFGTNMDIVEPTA
CDK5 p35 inh = inhibitors of human CDK5/p35 kinase, primary screen, biochemical, single concentration; Cyclin-dependent kinase 5 (Homo sapiens) + Cyclin-dependent kinase 5 activator 1 (Homo …; Recombinant CDK5/p35, ADP-Glo luminescence, 60 min; inhibition, % at 10 µM; hit rate 0.01% among 330,000; AID 488839, 2010;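 active = highest replicate inhibition of at least 50% and at least 75% of replicates reaching 50%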;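 also: plate controls were DMSO neutral control for no effect and GW8510 at 10 µM for full effect; many of its hits are not listed in these tables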
SR-BI HDL uptake = inhibitors of SR-BI mediated HDL lipid uptake, primary screen, ldlA[mSR-BI] cells, fluorescence, single point; AID 488896, 2010; Scavenger receptor class B member 1 (Mus musculus), Q61009; hit rate 0.96% among 320,000; inhibition, % at 12.5 µM; ldlA[mSR-BI] CHO cells, DiI-HDL uptake fluorescence, 3 h;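 active = mean replicate inhibition of at least 70% and a set share of replicates each scoring 70 or more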;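 also: 0% = median of neutral control wells and 100% = median of positive control wells; values of inactives mirror those of a sister screen read the other way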
NSD2 inh = NSD2 histone methyltransferase inhibitors, primary screen, biochemical, AlphaScreen, single concentration, set 2; NSD2 peptide methylation, 120 min; inhibition, % at 12.5 µM; hit rate 0.54% among 310,000; in the data active = inhibition above about 50%
PKA-R1A activ = activators of PKA-R1A holoenzyme, primary screen, biochemical, fluorescence polarization, Cy5-IP20, bovine R1A, mouse PKAc; cAMP-dependent protein kinase type I-alpha regulatory subunit (Bos taurus) + …; PKA-R1A dissociation; scaled: DMSO 0%, 113 µM cGMP 100%; activation, % at 11.4 µM; hit rate 0.083% among 340,000;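 active = percent activation above the mean of all tested compounds plus 3 SD, cut at about 19% in these data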;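 also: higher means more PKAc released from R1A so a rise in polarization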
Arr AP2 block = inhibitors of beta-arrestin/AP2 binding, primary screen, biochemical, GPCR trafficking, flow cytometry; beta-arrestin 1 C-terminal peptide binding to AP2 beta2-adaptin appendage (human); FITC-arrestin peptide / GST-AP2 beads; AP2 beta2 appendage carries R879A mutation; inhibition, % at 10 µM; hit rate 0.31% among 340,000; AID 504490, 2011;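 active = inhibition above a set limit, near 3 SD of compounds lacking own fluorescence, cut at about 54% in these data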;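 also: plate controls were DMSO wells for no effect and 5 µM unlabelled arrestin peptide for full effect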
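System: GST-AP2 R879A glutathione beads; medium: PBS, Tween 20 0.05%, BSA 0.1%; reagent: fluorescein-tagged arrestin peptide at 50 nM final; schedule: pre-incubation 12 min, peptide binding 1 h, room temperature; detection: flow cytometry, FL1 (488/535 nm); read-out: inhibition as reduced fluorescein signal on beads, percent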
dFosB activator = activators of delta FosB homodimer, primary screen, biochemical, fluorescence polarization, TAMRA-CDK5 oligo, single point | Protein FosB (Mus musculus), P13346 | activation, % at 25 µM | hit rate 0.99% among 340,000 | purified delta FosB; percent of positive-control signal above neutral wells;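 active = mean activation above about 17%, with every replicate also reaching it, limit read from the data, passing the limit was not always enough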;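 also: fluorescence polarization rise as delta FosB binds a TAMRA Cdk5 AP-1 oligo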
Target sequence (P13346 whole entry, looked up): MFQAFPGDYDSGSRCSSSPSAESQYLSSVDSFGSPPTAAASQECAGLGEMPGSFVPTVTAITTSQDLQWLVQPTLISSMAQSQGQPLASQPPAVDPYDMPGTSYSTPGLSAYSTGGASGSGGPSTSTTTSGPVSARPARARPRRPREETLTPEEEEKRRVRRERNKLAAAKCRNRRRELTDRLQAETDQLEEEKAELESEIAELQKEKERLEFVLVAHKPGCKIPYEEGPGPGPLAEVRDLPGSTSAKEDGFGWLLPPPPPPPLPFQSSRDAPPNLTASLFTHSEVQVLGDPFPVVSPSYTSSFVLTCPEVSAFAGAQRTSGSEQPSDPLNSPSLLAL
* hit, by the source's call; / = no result given.

entry	SMILES	SR-BI uptake up	MITF TRPM1 HTS	DSG3 Ab inh	SUMO Mot1 rescue	PKA-R2B activ	CDK5 p35 inh	SR-BI HDL uptake	NSD2 inh	PKA-R1A activ	Arr AP2 block	dFosB activator
1	COc1cc2c(cc1OC)CN(C(=O)c1ccc(-c3ccccc3)cc1)CC2	4	-1	/	163	8	0.4	-4	2	-4	-13	-6
2	CCN(CC(=O)NC1CC1)S(=O)(=O)c1ccccc1	8	6	106	-7	3	-1.7	-8	-2	2	2	-3
3	COC(=O)[C@H]1C2CCC(C(=O)OC)(CC2)[C@H]1C(=O)OC	30	/	104	-19	-5	-0.2	-30	-6	-11	-9	4
4	Cc1ccc(C(=O)NNC(=O)Cc2nc3nc(C)cc(C)n3n2)cc1	18	1	99	11	-8	0.6	-18	-6	-3	2	0
5	CC1c2cccn2CCN1S(=O)(=O)c1ccccc1 (configuration not stated)	3	-3	109	73	-13	0.5	-3	3	-14	-14	-3
6	Cc1oc(-c2cc(F)ccc2F)nc1CN1CCC(C(=O)N2CCOCC2)CC1	13	5	108	-4	-2	0.6	-13	4	-5	-14	2
7	O=C1CC(N2CCN(S(=O)(=O)c3ccccc3)CC2)C(=O)N1c1ccccc1 (configuration not stated)	/	11	105	0	-7	-1.2	/	21	-4	6	-5
8	CC(C)c1cc(C(=O)NCCc2ccccc2)no1	/	65	101	7	-6	-1.0	/	-3	-9	11	-3
9	Cc1ccc([N+](=O)[O-])c(C(=O)N/N=C/c2cccnc2)c1	-21	-2	116	-4	1	0.8	21	-2	-2	-5	-6
10	O=C(O)Cc1ccc(Nc2cnn(C34CC5CC(CC(CC(=O)O)(C5)C3)C4)c(=O)c2Cl)cc1	/	3	89	-2	-4	-0.2	/	-2	-4	8	-1
11	CN(C)C(=O)c1cc(F)ccc1Sc1cc(Cl)ccc1Cl	-13	/	/	-17	-1	0.0	13	21	0	-6	-5
12	COc1ccc(OC)c(/C=C/C(=O)OCC(=O)N2CCN(S(=O)(=O)c3ccc(C)cc3C)CC2)c1	-17	-2	102	/	6	1.0	17	-4	-13	-2	-1
13	COc1ccc(C(=O)CSc2nnc(C3CC3)n2N)cc1	-6	4	106	19	9	-0.9	6	0	-3	10	-11
14	CCOC(=O)C1CCCN(CC(=O)Nc2c(C(=O)OC)[nH]c3ccc(Cl)cc23)C1 (configuration not stated)	-36	-15	105	-1	-6	-0.3	36	-2	-2	-2	-3
15	O=C(NCc1ccco1)c1cc(-c2ccccc2)on1	-7	51	101	-9	-2	3.1	7	0	15	-1	-5
16	CCOc1ccc(CNC(=O)c2ccco2)cc1	33	-3	107	-1	0	0.4	-33	-3	-11	5	-1
17	Cc1ccc(C2C(=O)N(C3CCC(C)CC3)CC(=O)N2C2CCCC2)cc1 (configuration not stated)	39	0	104	80	1	0.0	-39	-2	-8	-6	-11
18	C[C@H](CO)N1C[C@H](C)[C@@H](CN(C)C(=O)Nc2ccc(C(F)(F)F)cc2)Oc2ccc(NS(=O)(=O)c3ccc(F)cc3)cc2C1=O	-11	11	/	-8	-5	0.3	11	/	-14	14	8
19	O=C(CSc1ccc(Br)cc1)NC1CCS(=O)(=O)C1 (configuration not stated)	7	1	/	-21	-19	0.3	-7	-1	-1	-1	-1
20	CC1(C(=O)O)C=CCN1C(=O)c1ccccc1 (configuration not stated)	18	8	86	111	-15	1.2	-18	/	-3	-1	1
21	C[C@H](NC(=O)N1CCn2c1nc1ccccc12)C(=O)NCc1ccco1	14	12	100	-12	-2	0.3	-14	3	5	-8	-6
22	O=C(Nc1nncs1)C1CCCC1	-8	/	113	351	-6	1.3	8	0	2	12	-2
23	CCOCCCNC(=O)Cn1nc(-c2ccccc2)ccc1=O	15	/	104	21	-15	-0.7	-15	/	-3	-9	0
24	CCOc1ccc(CCNC(=O)C2=C(C)C(=O)OC23CCC(C)CC3)cc1OCC (configuration not stated)	-4	18	107	92	15	-0.2	4	-1	-4	-3	-13
25	CC(C(=O)O)n1cc(Cl)cn1 (configuration not stated)	10	1	101	-2	/	0.0	-10	1	/	19	1
26	CC(=O)N1[C@H](Cc2ccccc2)C=C[C@]1(C)C(=O)NCCc1c[nH]c2ccccc12	9	/	100	5	2	-0.2	-9	/	0	23	2
27	O=S(=O)(c1ccc(N2CCCC2)nc1)N1CCCC1	6	-3	117	2	-4	1.5	-6	-3	-8	-57	3
28	CCN1C(=O)[C@H]2[C@H]3CN=C(SC)N3[C@@](Cc3ccccc3)(C(=O)OC)[C@H]2C1=O	-2	14	97	/	-2	10	2	/	-3	31	0
29	O=C(OCC(=O)N1N=C(c2ccc(Cl)cc2)CC1c1ccco1)c1ccccc1O (configuration not stated)	-23	-3	102	340	-7	-0.7	23	0	2	1	-8
30	CCNC(=O)NC(=O)C(C)OC(=O)c1oc2ccc(OC)cc2c1C (configuration not stated)	-31	-7	101	-3	1	-0.4	31	-1	1	0	3

Record cards (already shown). Values in the order: SR-BI uptake up, MITF TRPM1 HTS, DSG3 Ab inh, SUMO Mot1 rescue, PKA-R2B activ, CDK5 p35 inh, SR-BI HDL uptake, NSD2 inh, PKA-R1A activ, Arr AP2 block, dFosB activator
Entry for CC(=O)N1[C@H](Cc2ccccc2)C=C[C@]1(C)C(=O)NCCc1c[nH]c2ccccc12 : 9, /, 100, 5, 2, -0.2, -9, /, 0, 23, 2
Entry for Cc1ccc(C2C(=O)N(C3CCC(C)CC3)CC(=O)N2C2CCCC2)cc1 (configuration not stated) : 39, 0, 104, 80, 1, 0.0, -39, -2, -8, -6, -11
Entry for COc1ccc(C(=O)CSc2nnc(C3CC3)n2N)cc1 : -6, 4, 106, 19, 9, -0.9, 6, 0, -3, 10, -11
Entry for CC(C)c1cc(C(=O)NCCc2ccccc2)no1 : /, 65, 101, 7, -6, -1.0, /, -3, -9, 11, -3
Entry for O=C(OCC(=O)N1N=C(c2ccc(Cl)cc2)CC1c1ccco1)c1ccccc1O (configuration not stated) : -23, -3, 102, 340, -7, -0.7, 23, 0, 2, 1, -8

Later entries:
entry	SMILES	SR-BI uptake up	MITF TRPM1 HTS	DSG3 Ab inh	SUMO Mot1 rescue	PKA-R2B activ	CDK5 p35 inh	SR-BI HDL uptake	NSD2 inh	PKA-R1A activ	Arr AP2 block	dFosB activator
31	C/C(=N\NC(=O)c1ccc(Cl)c(Cl)c1)c1cccc(NC(=O)C(C)C)c1	-19	-5	109	311	-2	-0.1	19	-5	-11	-3	-3
32	COCCNC(=O)C(c1ccc(C)cc1)N(Cc1ccccc1)C(=O)CCC(=O)Nc1ccccn1 (configuration not stated)	/	2	/	-1	-9	-0.1	/	-4	-4	21	-10
33	O=C(O)c1cc(Cl)c(Cl)cc1C(=O)Nc1cccc2ncccc12	8	-4	100	9	3	0.4	-8	4	-9	-11	3
34	CC1(C)OC(=O)N(NCc2ccccc2)C1(C)O (configuration not stated)	28	2	102	-5	-5	-0.4	-28	-3	-1	32	-8
35	CCn1cc(/C=C(\NC(=O)c2ccc(C)cc2)C(=O)NCCCN2CCOCC2)c2ccccc21	10	13	108	/	-2	/	-10	-1	-14	4	-1
36	Cn1cccc1C(=O)NCc1ccc(S(N)(=O)=O)cc1	/	/	102	145	7	-0.9	/	-1	3	19	-10
37	O=C(COC(=O)COc1cccc(C(F)(F)F)c1)NC(=O)NC1CCCCC1	28	-2	111	-2	-7	-2.0	-28	15	-2	24	-9
38	Clc1cccc(Cl)c1CSc1nnc(-c2ccncc2)s1	-16	/	/	-4	4	-0.1	16	-3	6	-7	-10
39	COc1ccc(CCNC(=O)CCS(=O)(=O)c2ccc3nc(C)sc3c2)cc1OC	8	9	105	13	4	1.9	-8	/	2	3	0
40	CS(=O)(=O)N(CC(=O)N1CCCCCC1)c1cccc(Cl)c1Cl	-1	15	96	0	-4	0.7	1	-4	1	-2	-2
41	COc1ccc(CNC(=O)c2cc(-c3ccncc3)nc3c(C)cc(C)cc23)cc1OC	-72	2	114	2	3	-0.4	72*	-2	-2	-10	-6
42	COc1ccc(COC(=O)CN2C(=O)NC3(CCCC3)C2=O)cc1F	5	0	101	-11	-1	-1.0	-5	-3	-5	8	4
43	Cc1cccc(NS(=O)(=O)c2cccc(C(=O)N3CCN(c4ccccn4)CC3)c2)c1	-18	5	109	8	0	-2.6	18	4	-6	-7	-13
44	Cc1noc(NS(=O)(=O)c2ccc(NC(=O)C(C)(C)C)cc2)c1C	0	6	92	0	-10	0.8	0	1	7	37	-1

From compound 43 as far as 44, copied from above:
entry	SMILES	SR-BI uptake up	MITF TRPM1 HTS	DSG3 Ab inh	SUMO Mot1 rescue	PKA-R2B activ	CDK5 p35 inh	SR-BI HDL uptake	NSD2 inh	PKA-R1A activ	Arr AP2 block	dFosB activator
43	Cc1cccc(NS(=O)(=O)c2cccc(C(=O)N3CCN(c4ccccn4)CC3)c2)c1	-18	5	109	8	0	-2.6	18	4	-6	-7	-13
44	Cc1noc(NS(=O)(=O)c2ccc(NC(=O)C(C)(C)C)cc2)c1C	0	6	92	0	-10	0.8	0	1	7	37	-1

Single entries from the list:
In dFosB activator, `COc1ccc(COC(=O)CN2C(=O)NC3(CCCC3)C2=O)cc1F` is entered as 4
In DSG3 Ab inh, `CS(=O)(=O)N(CC(=O)N1CCCCCC1)c1cccc(Cl)c1Cl` is entered as 96
In SUMO Mot1 rescue, `Cn1cccc1C(=O)NCc1ccc(S(N)(=O)=O)cc1` is entered as 145
In SR-BI HDL uptake, `O=C(COC(=O)COc1cccc(C(F)(F)F)c1)NC(=O)NC1CCCCC1` is entered as -28
